From PubChem BioAssay
mcGAS inh – inhibitors of mouse cGAS. recombinant cGAS, Kinase-Glo ATP depletion luminescence. inhibition, % at 12.5 µM. 160,000 tested, 0.15% active. AID 1259399;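 also: 0% = negative control wells and 100% = reference inhibitor with no enzyme activity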
NPYLR7 ag – activates Aedes aegypti NPYLR7 receptor. HEK293T NPYLR7/Galpha15, GCaMP6s calcium fluorescence. activation, % at 10 µM. 270,000 tested, 0.15% active; in the data active = activation above about 40%;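 also: 0% = vehicle and 100% = reference agonist at the receptor; some compounds past the cut are filed as inactive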
hcGAS inh – blocks human cGAS activity. recombinant h-cGAS, ATP depletion, Kinase-Glo luminescence. 290,000 tested, 0.081% active. inhibition, % at 12.5 µM. Q8N884;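 also: 0% = vehicle reaction and 100% = reaction without DNA for no activity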
Target sequence (Q8N884 whole entry, looked up): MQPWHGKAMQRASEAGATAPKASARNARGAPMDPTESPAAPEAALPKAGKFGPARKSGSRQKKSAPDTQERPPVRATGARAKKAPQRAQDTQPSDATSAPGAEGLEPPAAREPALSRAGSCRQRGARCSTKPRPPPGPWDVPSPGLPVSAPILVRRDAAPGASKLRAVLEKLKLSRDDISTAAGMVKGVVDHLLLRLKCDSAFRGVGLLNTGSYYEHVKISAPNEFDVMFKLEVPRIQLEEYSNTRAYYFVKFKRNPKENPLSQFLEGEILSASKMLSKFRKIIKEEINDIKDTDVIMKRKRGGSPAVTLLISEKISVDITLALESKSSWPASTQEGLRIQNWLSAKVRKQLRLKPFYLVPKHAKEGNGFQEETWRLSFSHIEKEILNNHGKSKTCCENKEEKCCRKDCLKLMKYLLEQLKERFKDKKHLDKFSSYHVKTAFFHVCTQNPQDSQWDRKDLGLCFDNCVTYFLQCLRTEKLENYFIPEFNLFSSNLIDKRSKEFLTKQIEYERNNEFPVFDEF
An asterisk follows results filed as active; . = no result given; & = joins results of further samples. Rule as the data show it, unless noted: active = inhibition above about 40%; inactive = the rest. This is a random part of the collection. About 0.29% of those tested had a hit in this group.

Each structure is followed by: mcGAS inh, NPYLR7 ag, hcGAS inh
COc1cc(CN2CCCn3cccc3C2c2ccsc2)cc(OC)c1 (stereo not given)
  -5, 16, -5
O=C(c1ccccc1Cl)N1CCC(Nc2cccnc2)CC1
  -6, 9, -13
CSCCCN1CCN(Cc2cccc(F)c2)C(=O)C1
  ., 1, -3
C=CCn1nnnc1NCc1cc(Cl)ccc1OCC
  -8, 0, -22
C=CCn1c(=O)c2c3c(sc2n2c(Nc4ccc(OC)cc4)nnc12)CCC3
  -7, -2, -4
CCOC(=O)c1sc(-c2ccc(OC)c(OC)c2)cc1NC(=O)c1ccc(OC)c([N+](=O)[O-])c1
  ., 12, -3
CCOC(=O)C=NC1C(=O)NC(=S)NC1=NC (stereo not given)
  ., 16, 0
Cc1c(Cl)cccc1NC(=O)CNC(=O)C1CC(=O)N(C(C)c2ccccc2)C1 (stereo not given)
  -8, 15, -4
COc1cc(N=c2scc(-c3ccccc3)n2-c2ccc(OC)c(OC)c2)cc(OC)c1
  -4, 19, -5
CC(C)N1C(=O)C(=O)N(CC(=O)c2ccc(CNC(=O)C(C)(C)C)s2)C1=O
  ., 0, 3
CC(=O)OCC(=O)[C@@]1(O)CC[C@H]2[C@@H]3CCC4=CC(=O)C=C[C@]4(C)[C@H]3[C@@H](O)C[C@@]21C
  ., 1, 0
Cc1cccc(CO[C@]2(C(=O)NN3CCOCC3)CC(OCc3ccc(C#N)cc3)[C@H](O)[C@H](O)C2)c1 (stereo not given in full)
  -5, 0, -3
CC1=C(C(=O)OCC(C)C)C(c2ccccc2F)NC(=O)N1 (stereo not given)
  0, 2, -2
Cc1nn(CC(=O)NC2CCCC2)c(=O)c2cc3sccc3n12
  -3, 4, -5
COc1ccc2[nH]c3c(c2c1)CCN(C(=O)c1cc2ccccc2s1)C3c1ccc(COC(C)=O)o1 (stereo not given)
  -7, 13, 1
Cn1c(=O)c2c(N3CCCc4ccccc43)ccnc2n(C)c1=O
  ., 5, -8
COCCN(CC(=O)Nc1nc(CC(=O)N2CCN(c3ccccc3F)CC2)cs1)C(=O)c1ccco1
  -5, 2, -7
O=C(COc1ccc(F)cc1)NCCSCc1ccco1
  ., -3, 7
Cc1ccc(C(=O)N/C(=C/c2cccc([N+](=O)[O-])c2)C(=O)NC(C)C)cc1
  -2, 16, -1
Cc1cccc(CN(Cc2cccc(C)n2)C(=O)c2cn[nH]c2C)n1
  ., 0, -6
O=C(NNC(=O)c1c(F)cccc1Cl)c1ccc(Cn2nnc(-c3ccccc3)n2)cc1
  ., -6, -5
CC(C)c1nccn1C(C)C(=O)N1CC(c2ccncc2)C1 (stereo not given)
  ., 4, -9
CC(NC(=O)c1nn2c(C(F)(F)F)cc(-c3ccc(Br)cc3)nc2c1Cl)c1ccccc1 (stereo not given)
  -5, -8, -5
CCn1c(=O)c2c(nc3n2CC(C)=NN3Cc2ccc(C)cc2)n(C)c1=O
  ., 1, -2
CCC(=O)NCc1cn(C)nc1C
  ., 1, -6
Cc1ccc2c(CC(=O)N3CCn4cccc4C3C)coc2c1 (stereo not given)
  ., 10, -13
COc1ccc(-c2ccc(N3CCN(C(=O)C4CC4)CC3)nn2)cc1OC
  -6, ., -4
CCC(C)N(Cc1cccn1Cc1cccc(OC)c1)C(=O)CN(CCCOC)C(=O)c1cccc(Cl)c1 (stereo not given)
  -6, ., -13
Cc1ccc2[nH]c3c(=O)n(CCC(=O)N4CCN(c5cccc(C)c5C)CC4)cnc3c2c1
  -10, ., -7
O=C(CSc1nnc(-c2ccccc2)n1-c1ccccc1)N/N=C\C=C\c1ccccc1
  ., -2, 2

Four entries drawn at random from those above, as already listed:
Each structure is followed by: mcGAS inh, NPYLR7 ag, hcGAS inh
Cc1ccc2[nH]c3c(=O)n(CCC(=O)N4CCN(c5cccc(C)c5C)CC4)cnc3c2c1
  -10, ., -7
Cc1ccc2c(CC(=O)N3CCn4cccc4C3C)coc2c1 (stereo not given)
  ., 10, -13
CCn1c(=O)c2c(nc3n2CC(C)=NN3Cc2ccc(C)cc2)n(C)c1=O
  ., 1, -2
O=C(NNC(=O)c1c(F)cccc1Cl)c1ccc(Cn2nnc(-c3ccccc3)n2)cc1
  ., -6, -5

Following part
Each structure is followed by: mcGAS inh, NPYLR7 ag, hcGAS inh
COCc1[nH]n2c(=O)cc(C)nc2c1-c1ccccc1
  ., -4, -10
COc1cc(OC)cc(C(=O)N2CCN(c3cc(S(=O)(=O)N4CCCC(C)C4)ccc3OC)CC2)c1 (stereo not given)
  3, 6, 1
O=C1CCC(C(=O)N2CCN(c3ccc(Cl)cn3)CC2)CN1CCc1ccccn1 (stereo not given)
  ., 0, -6
Cn1c(=O)c2c(nc(SCCCO)n2Cc2ccccc2)n(C)c1=O
  ., -4, -11
CCN(CCn1cccn1)C(=O)c1cc(C)[nH]n1
  ., -8, -2
Cc1nc(C2CCN(Cc3nnc(C4CC(N)C4)n3C3CC3)CC2)n[nH]1 (stereo not given)
  -7, ., -14
Fc1ccc(Oc2cc(-c3ccccc3)nc(SCc3ccccc3)n2)c(F)c1
  ., 5, -2
O=C(CSc1nc(=O)n(Cc2cccnc2)c2c1CCCC2)Nc1cccc([N+](=O)[O-])c1
  -10, 1, -8
CN1CCN(c2cc(OCCNC(=O)Nc3cccc(Cl)c3)ncn2)CC1
  ., -1, 0
COc1ccc(-c2nc3n(n2)C(c2cccs2)C(C(=O)Nc2ccccc2OC)=C(C)N3)cc1 (stereo not given)
  ., 2, -8
CCn1ncc(S(=O)(=O)N2CCC3(CC2)CN(C)CCN3C)c1C
  ., 7, -8
Cc1nn(-c2ccc(C(C)(C)C)cc2)c(C)c1CCC(=O)NCCCN1CCCC1=O
  -4, -9, -9
COc1ccccc1N1CCN(Cc2ccnc(C(C)C)n2)C(C)C1 (stereo not given)
  -9, 5, -5
Cc1cnc2n(c1=O)C(CC(=O)NCCC(c1ccccc1)c1ccccc1)CS2 (stereo not given)
  ., 1, 6
CC(C)Oc1cccc(NC(=O)C2(C)CCN2C(C)C)c1 (stereo not given)
  32, 1, -10
CC(C)CNC(=O)c1ccc2c(=O)n(Cc3ccccc3)c3nn(CC(N)=O)c(=O)n3c2c1
  -1, 2, -2
CCOC(=O)CCC(=O)N1CCN(C(=O)c2cc(-c3ccc(F)cc3)n(-c3ccccc3)c2C)CC1
  -1, -2, 3
COC(=O)Cn1c(=NC(=O)c2cc(Cl)sc2Cl)sc2cc(S(N)(=O)=O)ccc21
  ., 7, -4
COc1cccc(OC)c1OCCN1CCC(C(=O)NC(c2ccccc2)c2ncccc2C)CC1 (stereo not given)
  0, -4, 0
CCOC(=O)C1CCCN(C(=O)c2c(CC(C)C)nn(-c3ccc(F)cc3)c2CC)C1 (stereo not given)
  -7, 3, -4
O=C(CCn1ccccc1=O)N1CC[C@@H](c2ccc3ccccc3c2)[C@H](O)C1
  ., -4, -1
Cc1nnc(SCCCNC(=O)c2ccc3cc[nH]c3c2)s1
  -11, 5, -10
Cc1ccc(-n2c(C)nnc2SCC(=O)Nc2cc(C)no2)cc1
  ., 5, -7
CCc1c(C)c(C(=O)NCc2ccco2)n(Cc2c(F)cccc2F)c1C
  -8, ., -3
CC(=O)Nc1ccc(S(=O)(=O)Oc2cccc(CN(Cc3ccco3)C(=O)c3ccccc3Cl)c2)cc1
  -4, 0, -2
COc1ccc(CCN(Cc2cccs2)C(=O)CN(CC2CCCO2)S(=O)(=O)c2ccc(Cl)cc2)cc1OC (stereo not given)
  -5, 7, -7
O=C(CN(C1CC1)S(=O)(=O)c1ccc(Br)cc1)N(CCc1c[nH]c2ccccc12)Cc1ccc(C(F)(F)F)cc1
  -7, -2, -16
COc1cc(/C=C2/SC(=Nc3ccccc3)NC2=O)ccc1O
  -5, -3, -7
CCC(C)N(Cc1cccn1Cc1cccc(OC)c1)C(=O)CN(CCCOC)C(=O)c1cccc(F)c1 (stereo not given)
  -4, -9, -1
CCCCOc1ccc(C(=O)N(CCC)Cc2c(CC)nn(-c3ccc(F)cc3)c2N2CCN(C(C)C)CC2)cc1
  -8, 14, -1

Full records from above. Order of screens: mcGAS inh, NPYLR7 ag, hcGAS inh
Profile of O=C(CCn1ccccc1=O)N1CC[C@@H](c2ccc3ccccc3c2)[C@H](O)C1 = ., -4, -1
Profile of CN1CCN(c2cc(OCCNC(=O)Nc3cccc(Cl)c3)ncn2)CC1 = ., -1, 0
Profile of COc1ccc(CCN(Cc2cccs2)C(=O)CN(CC2CCCO2)S(=O)(=O)c2ccc(Cl)cc2)cc1OC (stereo not given) = -5, 7, -7
Profile of Cn1c(=O)c2c(nc(SCCCO)n2Cc2ccccc2)n(C)c1=O = ., -4, -11
Profile of COc1cccc(OC)c1OCCN1CCC(C(=O)NC(c2ccccc2)c2ncccc2C)CC1 (stereo not given) = 0, -4, 0

More results.
Each structure is followed by: mcGAS inh, NPYLR7 ag, hcGAS inh
O=C(c1ccc(CSc2nnc(-c3ccco3)n2-c2cccc(Cl)c2)cc1)N1CCN(c2ccccc2F)CC1
  -5, 4, -13
COc1ccc(C(C[N+](=O)[O-])n2nc(C)cc2C)c(OC)c1 (stereo not given)
  ., 22, -10
CC(=O)N1C[C@H](NC(=O)C2CCN(C3CCCC3)CC2)[C@@H](C2CC2)C1
  -6, ., -6
COc1cccc(CC(C2CCN(C(=O)Cn3cnc4ccccc43)CC2)N(C)Cc2cccnc2)c1 (stereo not given)
  ., 16, -12
CCOC(=O)C1CCN(C(=O)c2cn(Cc3cccc(C(F)(F)F)c3)nn2)CC1
  ., 19, -5
CCn1cc(C(CC(=O)NCCCN2CCCCC2C)c2ccc(C)cc2)c2ccccc21 (stereo not given)
  -6, 27, -5
CN(C)C=Nc1ccc(S(N)(=O)=O)cc1
  ., 8, -4
COc1ccc(OC)c(-c2nnc3ccc(OCCNC(=O)Nc4ccccc4)nn23)c1
  0, 0, -5
O=C(CSc1nnc(NC2CCCCC2)s1)NN1C(=O)NC2(CCCCC2)C1=O
  ., 12, -12
COc1ccccc1NC(=O)CN1CCC(Cn2cnc3ccccc32)CC1
  ., -2, 1
Cc1c(C)n2c3c(=O)n(C)c(=O)n(C)c3nc2n1CC(=O)OCc1ccccc1
  ., 0, -6
CCn1cc2nc(OC)c(CNC(=O)C(=O)c3ccccc3)cc2c1O
  -13, ., -6
CNC(=O)c1c(NC(=O)c2ccccc2C)sc2c1CCCC2
  -5, 6, -7
COc1ccc(C(=O)C=Cc2ccc(Br)cc2)c(OC)c1
  32, 0, -1
CCC1=C(C(=O)OC)C(c2cccc(C)c2)N2C(CC(=O)N(C)C3CCN(C)CC3)=CSC2=N1 (stereo not given)
  ., 5, -6
COc1ccc(/C=C2\N=C(c3ccc(OC)c([N+](=O)[O-])c3)OC2=O)cc1OC(C)=O
  ., -3, -3
O=C(CCc1ccccc1)N(Cc1cccnc1)c1nc2c(F)cc(F)cc2s1
  -8, -7, -2
CC(C)CCc1nc(N2CCN(C(=O)COc3ccc(Cl)cc3)CC2)c2cnn(-c3cccc(Cl)c3)c2n1
  -5, 40, -5
CN(Cc1ccc(SC(F)F)cc1)C(=O)CNC(=O)C1CC1
  ., 14, -6
CCCN(CC(=O)N(CCc1c[nH]c2ccccc12)Cc1ccc(C(F)(F)F)cc1)C(=O)COc1ccccc1
  -5, 23, -6
CCc1cnc2c(c1OC)c(=O)n(CC(=O)NC)c(=O)n2C
  -6, 4, -7
CNC(=O)Cc1nc(COc2cccc(Cl)c2C#N)cs1
  -15, -20&-7, -10&-10
CCCC(C)c1nc(N2CCN(S(=O)(=O)c3ccc(C)cc3)CC2)c2cnn(-c3ccccc3)c2n1 (stereo not given)
  -4, 2, -7
Cc1oc(-c2cccc(F)c2F)nc1CN1CCCC1c1nc2ccc(F)cc2[nH]1 (stereo not given)
  -9, ., -5
Cn1nnc2c(Nc3ccc4c(c3)OCCO4)ncnc21
  ., 6, -8
CC1CN(c2ccccc2)CCN1C(=O)CCN1CCCCCC1=O (stereo not given)
  ., -3, 2
CCN(CC)c1nc(SC)ncc1CN[C@H](C)c1ccc(C)cc1
  -4, -1, -3
CCOC(=O)NCCC(=O)NCC(c1ccc(C)o1)N1CCCC1 (stereo not given)
  -17, 6, -4
CCOc1ccc2nc(N3CCCC(C(=O)N(C)Cc4cn(C)nc4C)C3)nc(C)c2c1 (stereo not given)
  -9, 20, -4
CN(Cc1cccc(N2CCN(S(=O)(=O)c3ccccc3C(F)(F)F)CC2)c1F)S(C)(=O)=O
  -8, 2, 2
CN1CCN(C(CNC(=O)NCc2ccccc2)c2ccc(N(C)C)cc2)CC1 (stereo not given)
  -9, 4, -7
O=C(COCC(=O)Nc1nc(-c2cccs2)cs1)Nc1nc(-c2cccs2)cs1
  ., -9, -7
CCOc1ccccc1NC(=O)NC(C)c1nnc(SCc2ccc(F)cc2)n1-c1ccc([N+](=O)[O-])cc1 (stereo not given)
  1, -6, 1
CCc1nc2c(OCc3ccc4c(c3)OCO4)cccn2c1N(C)C(=O)c1cccs1
  -2, 14, -3
CC(C)n1cccc(C(O)CC(=O)c2ccccc2)c1=S (stereo not given)
  ., -5, 1
CCN(CC)C1CCN(C(=O)NCC2CCCO2)CC1 (stereo not given)
  ., 5, -5
COc1ccc(CNC(=O)c2cnn3c(C(F)(F)F)cc(-c4ccc(F)cc4)nc23)cc1
  -5, -4, -3
CC(C)(C)CC(=O)C(C#N)C(=O)Nc1ccccc1Cl (stereo not given)
  -14, 20, -1
CC(NCc1ccccc1Cl)C(=O)Nc1ccc(C#N)cc1 (stereo not given)
  ., 0, 2
O=C(c1ccccc1)N1CCC(NCc2cnn(Cc3ccccc3)c2)CC1
  -12, ., -10
